Screening data (PubChem)
MPTP block: mitochondrial permeability transition pore inhibitors, primary screen, biochemical, isolated mouse mitochondria, absorbance; Ca2+ swelling absorbance, 30 min; inhibition, % at 10 µM; 360,000 tested, 1.4% active;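 active = inhibition of 50% or more, scaled per plate between neutral and stimulator controls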;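 also: 0% = DMSO wells given calcium and 100% = 1 mM EGTA wells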
A3A deaminase: APOBEC3A ssDNA deaminase inhibitors, primary screen, selectivity assay for APOBEC3G inhibitor project, biochemical, FAM/TAMRA oligo cleavage fluorescence | DNA dC->dU-editing enzyme APOBEC-3A (Homo sapiens), P31941 | recombinant A3A, FAM/TAMRA ssDNA deamination fluorescence | inhibition, % at 20 µM | 330,000 tested, 0.41% active | AID 493011, 2011;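 active = at least 40% inhibition at 20 µM here, with at most 30% in a related deaminase screen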;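 also: plate controls were A3A with DMSO for no effect and wells lacking A3A enzyme for full effect; some results filed as inactive read as strong as hits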
Target sequence (P31941 whole entry, looked up): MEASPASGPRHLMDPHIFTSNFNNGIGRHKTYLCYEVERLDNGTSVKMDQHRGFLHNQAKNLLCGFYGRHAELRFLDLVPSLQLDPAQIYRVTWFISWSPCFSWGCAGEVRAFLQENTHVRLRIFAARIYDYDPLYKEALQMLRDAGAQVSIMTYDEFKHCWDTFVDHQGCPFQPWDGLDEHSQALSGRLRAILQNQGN
GRIN3A LBD mod: binders of NR3A ligand-binding domain, primary screen, biophysical, differential scanning fluorimetry, uHTS | NR3A LBD differential scanning fluorimetry, Tm shift; 0% = protein alone, 100% = glycine-bound protein | Tm shift relative to glycine control, % at 25 µM | 340,000 tested, 2.5% active;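 active = melting temperature shift of at least 10% of the positive control shift, at one fixed dose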
APOBEC3G inh: APOBEC3G DNA deaminase inhibitors, primary screen, biochemical, fluorescence, single-stranded DNA substrate, uHTS; AID 493012, 2011; recombinant A3G, ssDNA deamination FAM/TAMRA fluorescence; inhibition, % at 20 µM; 330,000 tested, 0.28% active; DNA dC->dU-editing enzyme APOBEC-3G (Homo sapiens), Q9HC16;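 active = inhibition of at least 40% at 20 µM, with no more than 30% in the related APOBEC3A deaminase screen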;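 also: plate controls were DMSO wells with A3G for no effect and wells lacking A3G enzyme for full effect; some compounds called inactive have numbers as strong as hits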
Target sequence (Q9HC16 whole entry, looked up): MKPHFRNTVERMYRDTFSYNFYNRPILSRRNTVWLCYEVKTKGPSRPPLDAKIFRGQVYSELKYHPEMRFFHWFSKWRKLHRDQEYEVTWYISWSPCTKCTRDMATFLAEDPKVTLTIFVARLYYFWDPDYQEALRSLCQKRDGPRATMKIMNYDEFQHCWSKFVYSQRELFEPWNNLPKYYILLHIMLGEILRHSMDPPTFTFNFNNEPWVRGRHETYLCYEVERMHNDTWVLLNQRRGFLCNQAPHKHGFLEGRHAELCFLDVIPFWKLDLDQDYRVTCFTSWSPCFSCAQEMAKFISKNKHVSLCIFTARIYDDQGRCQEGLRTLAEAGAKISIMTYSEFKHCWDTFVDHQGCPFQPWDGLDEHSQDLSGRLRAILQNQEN
CXCR6 block: CXCR6 receptor inhibitors, primary screen, cell-based, beta-arrestin, luminescence, CHO-K1 PathHunter, 1536-well; inhibition, % at 20 µM; 360,000 tested, 0.36% active; C-X-C chemokine receptor type 6 (Homo sapiens), O00574; in the data active = inhibition above about 34%, passing the limit was not always enough;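 also: antagonist mode with CXCL16 agonist at 10 nM final; 0% = 10 nM CXCL16 with DMSO and 100% = unstimulated wells without agonist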
CCR6 antagonist: CCR6 receptor antagonists, primary screen, cell-based, CHO-K1, luminescence, beta-arrestin, uHTS | inhibition, % at 20 µM | CHO-K1 CCR6 PathHunter beta-arrestin, CCL20-stimulated | AID 493098, 2011 | 340,000 tested, 0.49% active;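 active = compounds whose inhibition of the agonist-driven luminescence signal at 20 µM reaches about 50%, limit read from the data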;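 also: cells stimulated with CCL20 at 14 nM final; plate controls were DMSO with CCL20 for no effect and DMSO without agonist for full effect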
Target sequence (P51684 whole entry, looked up): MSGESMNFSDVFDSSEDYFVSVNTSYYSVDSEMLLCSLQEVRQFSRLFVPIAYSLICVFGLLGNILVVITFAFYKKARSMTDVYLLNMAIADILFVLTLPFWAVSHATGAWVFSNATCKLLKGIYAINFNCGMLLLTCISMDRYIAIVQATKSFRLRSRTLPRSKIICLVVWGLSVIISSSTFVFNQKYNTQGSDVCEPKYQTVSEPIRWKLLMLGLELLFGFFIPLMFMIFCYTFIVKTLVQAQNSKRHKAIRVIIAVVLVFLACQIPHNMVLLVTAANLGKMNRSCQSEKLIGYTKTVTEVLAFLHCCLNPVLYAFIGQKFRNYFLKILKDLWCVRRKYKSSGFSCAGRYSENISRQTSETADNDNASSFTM
Gli-Sufu antag: Gli-Sufu pathway antagonists, primary screen, luciferase luminescence, Sufu-KO-LIGHT cells, uHTS | Sufu-KO-LIGHT fibroblasts, Gli luciferase reporter luminescence | inhibition, % at 5 µM | 340,000 tested, 0.74% active | AID 588413, 2011;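 active = inhibition above about 55%, limit read from the data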;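 also: 0% = DMSO-treated cells and 100% = wells with medium but no cells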
EBI2 antag: EBI2 receptor antagonists, beta-arrestin recruitment, primary screen, cell-based, luminescence, 7a,25-OHC stimulation, uHTS | 7a,25-OHC stimulated | inhibition, % at 5 µM | 360,000 tested, 0.81% active; in the data active = inhibition above about 38%;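 also: enzyme fragment complementation signal reports receptor beta-arrestin coupling in cells; 0% = agonist plus DMSO wells and 100% = wells without agonist; some results beyond the cut were filed as inactive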
* = called active by the depositor; · = no result given.

SMILES	MPTP block	A3A deaminase	GRIN3A LBD mod	APOBEC3G inh	CXCR6 block	CCR6 antagonist	Gli-Sufu antag	EBI2 antag
COc1ccccc1OC1OC2COC(c3ccco3)OC2C(O)C1NC(C)=O (centres undefined)	0.8	-3	0	-5	-2	5	1	-13
CC(NC(=S)Nc1ccc(OC(F)F)cc1)c1ccc(F)cc1 (centres undefined)	102*	-9	2	-16	-7	9	6	6
O=C(NCc1ccccc1)C1=C[C@H](C2CC2)C[C@H](OCc2ccc(CO)cc2)O1	0.0	-4	-2	-5	-13	6	-17	4
CCN(CC)C(NC(=O)c1ccccc1)C(=O)c1ccccc1 (centres undefined)	-4.4	-2	3	-1	9	8	-3	-1
O=C(Cn1ccc2ccccc2c1=O)NCCC(=O)N1CCN(c2cccc(C(F)(F)F)c2)CC1	0.1	-3	0	-6	4	8	6	10
CC(C)(C)NC(=O)Nc1cccc(Cl)c1Cl	2.2	1	-3	-6	-13	13	-15	-11
Nc1c(C(=O)NCc2ccco2)nnn1CC(=O)Nc1ccc2c(c1)OCO2	3.6	1	-2	-5	-5	2	-9	2
Cc1ccc(-n2nc3c(c2NC(=O)c2ccc4c(c2)OCO4)CS(=O)C3)cc1 (centres undefined)	-4.7	-2	-1	-6	0	6	-8	-1
CCN(CC(=O)NCc1ccc(F)cc1)c1ccc(S(C)(=O)=O)cc1[N+](=O)[O-]	0.7	-1	1	-4	4	16	2	-4
O=C(O)C(C(=O)Oc1ccccc1)C(C(=O)O)C(=O)Oc1ccccc1 (centres undefined)	-2.4	1	1	-3	-14	2	-1	0
COc1ccccc1C(=O)NC(=O)COC(=O)c1cccc(NC(C)=O)c1	-0.8	0	0	-4	-1	11	-1	-4
Cc1cc(C)n(C(=O)c2ccc(C)o2)n1	-0.5	1	0	-2	5	10	0	-6
CCOC(=O)c1c(C)n(C)c2cc(Br)c(C)cc12	1.9	3	0	3	-14	-1	-11	6
CCCCN1C(=O)C(C(=O)OCC)CC2=C1CCCC2=O (centres undefined)	6.8	·	0	·	-3	15	-1	1
CCc1ccc2c(c1)C1(NN=C(c3ccc(C)cc3)S1)C(=O)N2 (centres undefined)	1.3	-6	-3	-4	24	23	-12	4
CCCC(=O)Nc1ccc(-c2nc3cc(C)ccc3o2)cc1	-1.7	0	14*	-1	-3	4	-94	16
O=C(Nc1ccccc1F)c1ccc(Cn2cc(Br)cn2)cc1	0.3	-5	-2	-7	-6	10	-11	-6
COc1ccc(S(=O)(=O)N2c3ccccc3OCC2C)cc1 (centres undefined)	0.4	0	2	-2	6	0	20	-5
O=C(NCc1ccc2c(c1)OCO2)c1ccc(S(=O)(=O)N2CCCCC2)cc1	2.1	3	3	-3	-8	-1	7	11
Cc1c(C(=O)NCc2cccnc2)oc2ccc(S(=O)(=O)N3CCC4(CC3)OCCO4)cc12	0.7	-5	0	-8	-10	-19	8	-11
O=C(O)CCS(=O)(=O)c1cccc2cccnc12	-0.5	-2	-14	-5	4	7	-11	3
O=C(NC(=S)Nc1cc(Cl)ccc1N1CCOCC1)c1ccc(-c2cccc(Cl)c2)o1	-1.1	5	-3	5	0	16	8	6
CCc1ccc(N(C(=O)c2snc(C(N)=O)c2N)C(C(=O)NC2CCCC2)c2ccco2)cc1 (centres undefined)	0.5	-4	1	-8	13	5	23	43
Cc1ccc2[nH]c(=O)c(CN(CCc3ccccc3)C(c3nnnn3Cc3ccco3)C(C)C)cc2c1 (centres undefined)	2.2	6	-1	0	1	2	12	12
COc1ccccc1C(=O)NC(=O)COC(=O)C1(C)CC1(Cl)Cl (centres undefined)	0.0	0	1	-5	0	12	-4	-1

Carrying on.
SMILES	MPTP block	A3A deaminase	GRIN3A LBD mod	APOBEC3G inh	CXCR6 block	CCR6 antagonist	Gli-Sufu antag	EBI2 antag
Cc1ccc(S(=O)(=O)N2CCN(C(=O)COC(=O)/C=C/c3ccc(F)cc3)CC2)c(C)c1	1.4	0	2	-11	-1	5	-6	16
CNC(=O)C1CCN(S(=O)(=O)c2c(C)noc2/C=C/c2cccc(C)c2)CC1	-3.3	-7	2	-10	1	13	7	-2
COc1cccc(N2C(=O)Nc3ccc(Br)cc3C2(O)C(=O)NCCCN(C)C)c1 (centres undefined)	1.9	-4	5	-3	2	1	13	-1
CC(=O)Nc1nc2c(F)cccc2s1	-0.8	2	2	0	-5	2	-3	-7
Cc1c(C(=O)OC(C)C)sc(NC(=O)c2cnccn2)c1C(=O)OC(C)C	0.2	·	-2	·	3	1	-13	0
CCOC(CCNC(=O)CCC(=O)Nc1ccc2nc(N3CCN(C)CC3)cc(C)c2c1)OCC	-0.4	-1	-1	-9	-8	4	10	-6
O=C1CSC(c2ccc([N+](=O)[O-])cc2)N1c1ccccc1 (centres undefined)	-1.6	-4	1	-5	5	9	6	5
O=C(Nc1cscc1S(=O)(=O)c1ccc(Cl)cc1)c1ccccc1Cl	0.9	-4	0	-7	9	16	-5	-6
CCOc1c(C#N)c(C#N)c2nc(C)cc(C)n12	-0.8	-2	14*	-10	8	4	-5	-2
O=C1c2ccccc2C(=O)N1CCCc1nc(-c2ccccc2)no1	0.6	0	2	-4	0	5	0	2
Cc1ccc(CNC(=O)C2CCC(=O)N2C(C)C)cc1 (centres undefined)	-0.7	-3	-1	-8	2	6	16	16
O=C(Nc1ncccn1)C1=C(O)c2ccccc2S(=O)(=O)N1Cc1ccccc1	-0.8	-6	-1	-3	-2	-2	1	-7
O=C(CNC(=O)c1ccccc1)NCC(=O)OCc1ccccc1Cl	-1.1	-2	-3	-3	4	-13	7	-3
CC(=O)Nc1ccc(Nc2nc(Cl)nc(Nc3ccc(NC(C)=O)cc3)n2)cc1	1.4	-2	13*	-5	3	38	6	17
CCOC(=O)c1c(NC(=O)C(C)Sc2cn(C)c3ccccc23)sc2c1CCC2 (centres undefined)	41	0	1	-6	2	8	2	2
COC(OC)c1ccc(C#N)c(SCc2ccc(C)cc2)n1	2.7	-2	-1	1	5	27	5	16
CCCCn1c(N)c(N(CCOC)C(=O)C2CCN(S(=O)(=O)c3ccccc3)CC2)c(=O)[nH]c1=O	-0.5	3	1	-5	-2	1	-3	4
COc1ccc(CCNC(=O)c2ccc(Cl)cc2)cc1	-1.4	-2	-31	-4	-3	11	-51	15
COc1ccc2ccccc2c1/C=N/NC(=O)c1cccc(C)c1	6.0	-3	-1	-3	2	6	6	2
NC(=O)C1CCN(C(=O)CCc2ccsc2)CC1	-1.4	-1	-7	-5	6	10	41	-15
O=C(NC1CCCC1)C(c1ccsc1)N(C(=O)Cc1cccs1)c1ccccc1 (centres undefined)	-1.2	2	0	4	-3	-3	-1	0
Cc1cc(NCCCO)n2c(nc3ccccc32)c1C#N	1.0	-3	-1	0	4	-15	10	-8
CC(C)(C)OC(=O)C[C@@H]1C/C=C\C[C@@H](CC(=O)NCCO)C(=O)NCCOC1=O	-0.9	-2	9	-8	-1	0	-5	-1
O=[N+]([O-])c1ccc(C(O)C[n+]2ccccc2)cc1 (centres undefined)	0.1	91*	-1	19	3	-10	-6	4
Cc1ccc(N(C(=O)c2csnn2)C(C(=O)NC2CCCCC2)c2ccncc2)cc1 (centres undefined)	0.8	0	1	-5	7	22	-16	7

(further entries)
SMILES	MPTP block	A3A deaminase	GRIN3A LBD mod	APOBEC3G inh	CXCR6 block	CCR6 antagonist	Gli-Sufu antag	EBI2 antag
COc1ccc(C(C)=O)cc1COC(=O)c1ccc(S(=O)(=O)N2CCOCC2)cc1	-0.7	-2	0	0	-1	2	5	10
N#Cc1ncn(-c2ccc(Oc3ccccc3)cc2)c1N	0.1	2	0	-5	-1	9	-14	11
O=C(Nc1nnc(CCN2CCCCC2)s1)c1ccc(Br)cc1	-2.8	2	0	-12	-6	-10	6	0
COC(=O)c1ccccc1NC(=O)CSc1nnc(-c2cccc(NC(C)=O)c2)n1C	-2.3	10	-1	21	-1	7	-14	-2
CN(CC(=O)Nc1ccc(OC(F)(F)F)cc1)C(=O)C1CCC1	-0.8	14	1	-2	-9	0	-10	-7
C#CCn1c(=NC(=O)CSC(C)=O)sc2cc(F)ccc21	0.3	6	-15	6	2	6	-3	7
CSCCC1Nc2ccc(S(=O)(=O)N3CCOCC3)cc2NC1=O (centres undefined)	-0.1	·	2	·	-11	15	-3	3
Cc1cccc(OCCCC(=O)Nc2nccs2)c1C	-0.5	6	0	-3	3	4	-4	1
COc1ccc(-c2cnn3c4c(c(C)nc23)CCN4C(C)C)cc1OC	5.4	-2	0	-3	-4	16	-57	-4
Cc1ccc(-c2nnn(CC(=O)N(Cc3ccco3)C(C(=O)NC(C)(C)C)c3ccncc3)n2)o1 (centres undefined)	0.0	-3	3	-8	-4	3	19	9

Among those listed so far, these have fluorine.
SMILES	MPTP block	A3A deaminase	GRIN3A LBD mod	APOBEC3G inh	CXCR6 block	CCR6 antagonist	Gli-Sufu antag	EBI2 antag
CC(NC(=S)Nc1ccc(OC(F)F)cc1)c1ccc(F)cc1 (centres undefined)	102*	-9	2	-16	-7	9	6	6
O=C(Cn1ccc2ccccc2c1=O)NCCC(=O)N1CCN(c2cccc(C(F)(F)F)c2)CC1	0.1	-3	0	-6	4	8	6	10
CCN(CC(=O)NCc1ccc(F)cc1)c1ccc(S(C)(=O)=O)cc1[N+](=O)[O-]	0.7	-1	1	-4	4	16	2	-4
O=C(Nc1ccccc1F)c1ccc(Cn2cc(Br)cn2)cc1	0.3	-5	-2	-7	-6	10	-11	-6
Cc1ccc(S(=O)(=O)N2CCN(C(=O)COC(=O)/C=C/c3ccc(F)cc3)CC2)c(C)c1	1.4	0	2	-11	-1	5	-6	16
CC(=O)Nc1nc2c(F)cccc2s1	-0.8	2	2	0	-5	2	-3	-7
CN(CC(=O)Nc1ccc(OC(F)(F)F)cc1)C(=O)C1CCC1	-0.8	14	1	-2	-9	0	-10	-7
C#CCn1c(=NC(=O)CSC(C)=O)sc2cc(F)ccc21	0.3	6	-15	6	2	6	-3	7
